V-ATPase pHluor: yeast V-ATPase proton transport regulation by pHLuorin; S. cerevisiae, pHLuorin cytosolic pH fluorescence; response, % at 10 µM; 350,000 tested, 0.37% active; AID 504577; in the data active = response mostly above about 7.3%, no sharp cut-off; inactive = mostly below about 5.4%; note: actives read high; inactives centre near 0; some compounds called inactive have numbers as strong as hits; reference of the scale not given here
OPRM1-OPRD1 ag: OPRM1-OPRD1 heterodimerization agonism; P35372+P41143; cells, luminescence; activation, % at 9.3 µM; 340,000 tested, 0.3% active; AID 504326; in the data active = activation above about 18%;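 note: 0% = vehicle-treated cells and 100% = reference agonist; values of inactives mirror those of a sister screen read the other way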
Target sequence (P35372 whole entry, looked up): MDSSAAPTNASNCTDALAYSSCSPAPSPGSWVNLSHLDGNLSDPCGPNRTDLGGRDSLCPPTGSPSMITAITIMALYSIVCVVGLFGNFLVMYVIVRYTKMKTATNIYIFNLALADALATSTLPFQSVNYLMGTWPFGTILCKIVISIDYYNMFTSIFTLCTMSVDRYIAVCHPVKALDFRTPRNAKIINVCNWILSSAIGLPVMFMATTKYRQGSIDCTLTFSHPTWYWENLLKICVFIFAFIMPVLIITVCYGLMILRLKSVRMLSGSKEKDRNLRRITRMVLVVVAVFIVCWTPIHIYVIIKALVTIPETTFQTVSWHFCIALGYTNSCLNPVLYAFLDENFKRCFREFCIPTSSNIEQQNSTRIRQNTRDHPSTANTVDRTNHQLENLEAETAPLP
Target sequence (P41143 whole entry, looked up): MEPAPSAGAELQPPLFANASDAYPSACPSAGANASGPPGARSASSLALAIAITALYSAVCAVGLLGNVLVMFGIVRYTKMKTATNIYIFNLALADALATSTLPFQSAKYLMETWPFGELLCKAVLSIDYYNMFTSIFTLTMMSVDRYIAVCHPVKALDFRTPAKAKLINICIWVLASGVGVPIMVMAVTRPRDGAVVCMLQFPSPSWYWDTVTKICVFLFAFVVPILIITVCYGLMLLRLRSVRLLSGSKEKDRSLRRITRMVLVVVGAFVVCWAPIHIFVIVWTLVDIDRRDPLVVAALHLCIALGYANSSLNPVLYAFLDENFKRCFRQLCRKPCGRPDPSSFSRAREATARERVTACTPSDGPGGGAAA
RTF Ca sens inh: cardiac RTF calcium desensitization; P19429+P45379; IANBD-labeled cardiac RTF, Ca2+ fluorescence; inhibition, % at 7.15 µM; 340,000 tested, 0.12% active; AID 493244;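 active = inhibition above the mean inhibition of all tested compounds plus 3 SD, cut at about 17% in these data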;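 note: assay run at fixed EC70 calcium of 1.6 mM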
OPRM1-OPRD1 inv: inverse agonists of human mu-delta opioid receptor heterodimerization. 340,000 tested, 0.21% active. inhibition, % at 9.3 µM. cell-based MOR-DOR heterodimer luminescence, inverse agonism. P35372+P41143; in the data active = inhibition above about 22%, passing the limit was not always enough;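 note: 0% = cells with DMSO and 100% = wells without cells with DMSO; values of inactives mirror those of a sister screen read the other way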
HTR5A ag ctr: HTR5A agonism, opioid heterodimer counter-screen; P47898; HTR5A agonist assay, luminescence, cell-based; activation, % at 9.3 µM; 340,000 tested, 0.61% active; AID 504692; in the data active = activation mostly above about 9.5%, no sharp cut-off; inactive = mostly below about 7.6%;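 note: 0% = cells with vehicle only and 100% = reference agonist; strong numbers were not always called active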
RTF Ca sens act: increases calcium sensitivity of human cardiac regulated thin filaments. AID 493008. IANBD-labeled TnC RTF fluorescence at EC20 calcium; 0% EC20 calcium, 100% full calcium. activation, % at 7.2 µM. 340,000 tested, 0.24% active. P19429+P45379;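 active = activation above the mean over all tested compounds plus 3 SD, cut at about 30% in these data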;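 note: rise in fluorescence read as greater calcium sensitivity of cardiac thin filaments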
CAL PDZ FP: inhibitors of human CAL PDZ peptide binding | inhibition, % at 24.9 µM | purified CAL PDZ, TMR-peptide fluorescence polarization, 1 h | AID 602252 | 300,000 tested, 0.92% active;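 active = mean inhibition of at least 30% with at least half of replicates also reaching 30%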;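 note: 0% = DMSO neutral control and 100% = excess unlabeled competitor peptide PRC23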
HTR5A inv ag: counter-screen for OPRM1-OPRD1 inverse agonists: human HTR5A inverse agonism. inhibition, % at 9.3 µM. HTR5A cell line, luminescence. 340,000 tested, 0.083% active. P47898. AID 504634; in the data active = inhibition mostly above about 23%, no sharp cut-off; inactive = mostly below about 18%;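 note: 0% = cells with DMSO and 100% = no-cell wells with DMSO; some compounds called inactive have numbers as strong as hits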
Keap1 Nrf2 FP: disrupts human Keap1 binding to Nrf2 peptide; 340,000 tested, 0.15% active; Keap1 Kelch-Nrf2 peptide fluorescence polarization, 1536-well; Q14145; inhibition, % at 9.4 µM; in the data active = inhibition above about 12%;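 note: human Keap1 Kelch domain with fluorescein labeled Nrf2 9mer peptide probe; 0% = neutral control wells and 100% = peptide positive control; higher means more block of Keap1 binding to Nrf2 peptide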
C-LANA FP: KSHV C-LANA DNA binding inhibition | 340,000 tested, 0.078% active | MBP-C-LANA/FAM-LBS DNA binding, fluorescence polarization | inhibition, % at 9 µM | AID 504423;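 active = highest replicate inhibition at or above 60% at 9 µM, even if other replicates fall short; inactive = all replicates below 60% inhibition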;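 note: 0% = neutral control wells and 100% = 4 µM acridine orange control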
Numbers without * were called inactive; / = not tested or not shown. Not a hit list (roughly 2.8% active in at least one column).

SMILES	V-ATPase pHluor	OPRM1-OPRD1 ag	RTF Ca sens inh	OPRM1-OPRD1 inv	HTR5A ag ctr	RTF Ca sens act	CAL PDZ FP	HTR5A inv ag	Keap1 Nrf2 FP	C-LANA FP
Cn1c(=O)c2c(-c3ccc(C(C)(C)C)cc3)n(CC3CCCO3)cc2n(C)c1=O (stereo not drawn)	-9	0.6	-13	-3	8	7	7	-11	-1	0.3
COC(=O)c1sccc1NC(=O)CC1C(=O)NCCN1C(=O)Nc1ccc(OCc2ccccc2)cc1 (stereo not drawn)	-8	-3.0	-8	16	3	-7	-6	-1	3	1.5
Cc1ccc(S(=O)(=O)N2CCN(C(=O)c3ccc(N4CCC(C)CC4)c([N+](=O)[O-])c3)CC2)cc1	-1	-0.8	1	3	-2	-3	-8	7	1	1.5
Cc1n[nH]c(=O)nc1N1CCc2ccccc2C1	-2	-2.3	-11	13	3	-2	-2	-6	-3	0.2
CC12CCC(=O)N1C(C(=O)OCC(=O)Nc1cccc(Br)c1)CS2 (stereo not drawn)	-1	-1.4	-6	7	-3	0	-10	9	0	-2.7
Nc1nc(-c2cccs2)c(-c2cccs2)s1	1	-2.0	-7	12	2	-3	-2	-9	2	0.2
COc1cc(SC)ccc1C(=O)Nc1c(Cl)cncc1Cl	-1	-3.0	-3	16	2	-1	-4	-5	1	1.2
COc1ccc(CCN(C)C(=O)C2CCN(Cc3cccc(OC)c3OC)CC2)cc1OC	-2	-3.2	-10	15	2	2	37*	-6	1	3.7
O=C(Cc1n[nH]c(=O)c2ccccc12)Nc1cc(Cl)ccc1-n1cncn1	-4	-4.3	5	21	4	-5	-5	-4	-3	-0.2
COc1ccc(CNC(=O)CCSc2nc(-c3ccc4c(c3)OCO4)cc(C(F)(F)F)n2)cc1	-5	-2.0	2	12	-3	2	-4	-12	2	0.0
Cc1ccccc1NCCC(=O)Nc1ccc(Cl)cc1	-2	1.9	0	-13	-2	1	2	4	1	-0.5
CCN(CC)c1nc(C#N)nc(N(CC)CC)n1	0	0.9	5	-6	4	3	4	-21	-1	0.9
COc1ccc(NC(=O)CSc2nncc(=O)n2N)cc1OC	-7	-1.6	-3	9	-2	-3	-3	-22	-1	-1.7
COc1ccc(NC(=O)CSc2c3c(nc4cc(Cl)ccc24)CCCC3)cc1OC	-2	0.7	0	-4	-5	-1	1	14	-54	-0.6
COC(=O)c1cc2sccc2n1Cc1nc(-c2ccc(OC)cc2)oc1C	-1	0.5	-7	-2	1	9	0	-5	-5	-0.7
Cc1ccc2cc(CCNC(=O)c3cccc([N+](=O)[O-])c3)c(=O)[nH]c2c1C	4	-0.5	-15	2	-3	0	-2	-25	-2	0.0
COc1ccc(NC(=O)CS(=O)CC(=O)Nc2ccc(NC(C)=O)cc2)cc1 (stereo not drawn)	3	1.2	-9	-8	10	-6	-1	-29	-5	1.6
C[C@@H](NC(=O)[C@@H]1Cc2ccccc2CN1C(=O)OC(C)(C)C)C(=O)NCc1ccco1	-6	-3.0	3	15	1	1	2	2	-3	-1.3
O=C(Nc1nnc(-c2cc(Cl)ccc2Cl)o1)C1=COCCO1	-4	0.1	-11	0	3	3	/	-7	-2	-1.7
CC(C)C[C@@H](CN1CCC[C@@H]1CN1C(=O)C(=O)NC[C@@H]1Cc1ccccc1)N1C[C@H](Cc2ccc(O)cc2)N(CC2CCCCCC2)C(=O)C1=O	-3	-0.6	-4	3	2	-8	-2	-7	-2	-2.4
Cc1ccc(S(=O)(=O)Cc2ccc(C(=O)N3CCN(c4cc(C)ccc4C)CC3)o2)cc1	-1	-0.6	-11	3	2	4	-1	-8	-6	-0.5
O=C(c1ccc2c(c1)OCO2)C1CCCN(Cc2c(F)ccc(F)c2F)C1 (stereo not drawn)	7	4.6	-7	-24	1	6	-8	-6	-8	-0.3
CCCCCCCN1CCC(=O)N(CCO)CC1	-1	-2.7	-5	15	11	-2	0	-19	-1	0.6
O=c1cc(-c2ccccc2)[nH]c2ccc(F)cc12	0	-2.8	-2	16	-4	-1	-1	1	-2	1.8
CC(C)Nc1nc(Cl)nc(NNC(=O)C(C)Oc2ccccc2)n1 (stereo not drawn)	-2	-3.0	1	18	-1	0	-6	2	0	-0.8
CC[C@]12c3[nH]c4cc(CCC(=O)N(C)C)ccc4c3CCN1C(=O)[C@@H](CC(=O)NCc1cccc(C(F)(F)F)c1)C[C@@H]2C(=O)N1CCN(C(=O)C2CC2)CC1	0	-3.1	-9	15	-1	-3	-2	3	-2	0.2
CC(C(=O)NCc1ccccc1)N1CCN(c2ccc(F)cc2)CC1 (stereo not drawn)	-2	-1.8	2	10	-3	-4	-2	10	0	-0.2
CCc1nnc(NC(=O)CSc2nnc(C)n2Cc2ccccc2)s1	0	-2.4	0	13	-3	2	-1	21	-4	-0.2
CC1Sc2ccccc2N(CC(=O)N(C(C)C)C(C)C)C1=O (stereo not drawn)	4	-1.5	-2	8	7	1	-5	-9	1	-0.3
Cn1c(=O)c2ncn(CC(=O)NCCOc3ccc(C(C)(C)C)cc3)c2n(C)c1=O	3	/	-5	/	/	-4	-3	/	6	-0.4
Cc1nc(C)c(-c2ccc(SCC(=O)Nc3cccc(Cl)c3)nn2)s1	0	0.2	-4	-1	0	3	-2	-41	2	-3.7
Cc1cc(Cl)ccc1NC(=O)C1COc2ccccc2O1 (stereo not drawn)	1	0.9	-19	-5	-1	1	1	5	0	0.4
COCCNc1nc(-c2ccccc2)nc2c1oc1ccccc12	-3	2.6	-7	-14	5	-1	-1	9	-5	-0.8
O=C(COC(=O)[C@@H]1CCCN1S(=O)(=O)c1ccccc1F)NCc1ccc2c(c1)OCO2	-3	-3.0	-6	12	17*	-4	8	-44	-3	-0.8
Cc1ccc(C(=O)N/N=C2\SCC(=O)N2c2cc(C)ccc2C)cc1	-3	1.7	-5	-9	1	5	-2	-3	-3	0.0
Cc1occc1C(=O)Nc1ccc2ccccc2c1	5	3.9	-5	-23	2	4	-5	1	-8	0.0
CC(C)(C)c1ccc(OCC(=O)NNC(=S)NC(=O)c2ccco2)c(Br)c1	3	-1.9	6	6	0	-2	-1	12	-1	0.1
O=S(=O)(CCSc1ccc(C(F)(F)F)cn1)c1ccccc1	1	-4.0	0	20	1	-4	3	10	-1	-0.9
Cc1ccc(-n2ccnc2SCC(=O)O)c(C)c1	-3	-2.1	4	12	5	-2	-2	-10	-3	-0.3
CCn1cc(C(=O)O)c(=O)c2cc(F)c(N3CCN(C(=S)NC(=O)c4ccccc4C)CC3)cc21	-9	-2.7	4	14	-1	-3	0	-14	-2	1.3
Cc1ccc(CN2CCN(Cc3cccc4c3OCO4)CC2CCO)cc1 (stereo not drawn)	-3	-1.1	-6	7	2	0	-2	-4	0	0.2
CN1CCN(CC(=O)c2cc(C(C)(C)C)c(O)c(C(C)(C)C)c2)CC1	2	-1.2	-3	7	4	1	2	-10	-4	0.6
CN(CCc1ccccc1)C(=O)c1cccc(NC(=O)Cc2cccc(NC(=O)C3CCN(C(=O)c4ccccc4)CC3)c2)c1	1	-1.2	-3	6	-3	-7	-6	9	-4	0.1
CCCCSc1cc(=O)[nH]c(N)n1	2	-0.2	1	1	3	-1	-4	-8	-3	0.9
COc1ccc2c3n([n+]([O-])c2c1)CCN=C3c1cc(Cl)c(N)c(Cl)c1	4	0.2	2	-1	-3	4	-1	9	-4	0.4
N#CCSc1nc2ccccc2c(=O)n1CCC(=O)NC1CCCCC1	5	-0.1	-4	0	2	6	0	-2	-6	-0.7
O=C(NCCCCc1ccccc1)c1cccc([N+](=O)[O-])c1	3	-2.9	3	15	1	1	/	-10	1	0.2
COc1ccc2nc(-c3cccc(N)c3)[nH]c2c1	6	-2.1	-7	9	0	-4	-6	-6	-6	0.0
CCOC(=O)Cc1csc(NC(=O)c2csc(C)c2)n1	2	-1.7	-11	9	0	-2	-7	0	0	0.5
CCN(CC)CCn1c(/N=C/c2cc(Br)ccc2O)nc2ccccc21	5	/	-20	/	/	-5	-10	/	-2	0.1
O=C(CC(NC(=O)C(F)(F)F)c1ccccc1)Nc1nnc(CCc2ccccc2)s1 (stereo not drawn)	4	10	9	-51	2	-1	-1	-3	-1	0.0
CCOc1ccc2nc(N3CCCC(C(=O)NCCCN4C(C)CCCC4C)C3)sc2c1 (stereo not drawn)	1	-1.1	-8	6	-2	2	0	-22	0	0.0
CC(=O)N(CC(=O)O)c1ccccc1C(=O)O	4	-2.1	-3	9	-1	-4	/	-4	0	0.8
Cn1c(SCC(=O)Nc2cccc(O)c2)nnc1-c1ccc(S(=O)(=O)N2CCOCC2)cc1	0	-2.1	7	12	-2	3	-2	-10	-3	-0.3
Cc1ccc2c(c1)c1c3n2CCN(C(=O)CN2CCN(C)CC2)C3CCC1 (stereo not drawn)	1	-0.8	-9	4	9.1*	-4	1	-4	-4	1.3
C=CCn1c(C)nnc1SCC(=O)Nc1nccs1	-1	-2.9	-1	15	1	-2	-5	-5	0	-0.8
CCOC(=O)C1CCCN(C(=O)COc2ccc(N(C)S(=O)(=O)c3ccc(F)cc3)cc2)C1 (stereo not drawn)	2	-3.8	-12	19	-1	0	/	-12	-1	-0.6
CN(C)/C=C(\C=O)c1onc(-c2ccccc2Cl)c1C#N	2	-1.5	-4	7	4	-1	6	-11	-3	2.0
Cc1ccccc1NC(=O)COc1coc(CN2CCCc3ccccc32)cc1=O	3	2.0	-3	-11	-4	2	-1	9	-2	-3.3
Cc1nn(-c2ccccc2)c(Cl)c1C(=O)Nc1c(C)n(C)n(-c2ccccc2)c1=O	1	-1.4	5	8	1	-2	1	-4	0	-0.8
Going on with the list:
SMILES	V-ATPase pHluor	OPRM1-OPRD1 ag	RTF Ca sens inh	OPRM1-OPRD1 inv	HTR5A ag ctr	RTF Ca sens act	CAL PDZ FP	HTR5A inv ag	Keap1 Nrf2 FP	C-LANA FP
Cc1ccccc1OCc1occc1C(=O)Nc1cccc(-n2cnnn2)c1	-7	1.6	3	-9	2	-3	1	-10	-4	0.4
CC(C)(C)c1ccc(C(=O)O)c(C(=O)c2ccccc2)c1	3	0.3	-19	-1	-3	7	-2	8	-5	0.3
Cc1cccc(C)c1NC(=O)CS(=O)CC(=O)NC1CCCc2ccccc21 (stereo not drawn)	3	-2.0	0	12	-3	8	1	-6	-4	0.0
CCO[C@H]1OC(C(=O)NC2CC2)=C[C@@H](c2ccc(C(F)(F)F)cc2)[C@@H]1CCCO	-2	-3.6	-5	20	-6	2	8	16	-1	2.3
O=C(NCc1ccncc1)c1ccc2nc(Cc3ccccc3F)oc2c1	3	-2.5	-1	14	-1	-1	-2	1	-7	0.6
Cc1ccc(S(=O)(=O)N2CCCC(C(=O)NCc3ccccc3F)C2)cc1 (stereo not drawn)	1	-2.3	-29	12	1	-6	0	-1	1	2.2
C=CCN1C(=O)C2(NNc3ccccc3O2)c2ccccc21 (stereo not drawn)	0	2.8	-3	-16	-3	-5	0	-36	-8	-0.7
